HIV Rev-RRE inh = HIV Rev-RRE protein-RNA interaction inhibition; P05866; 97,000 compounds, 0.79% hits; inhibition, % at 8 µM; AID 704; Rev peptide-RRE RNA binding, FRET;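 active = inhibition above the screen-wide mean plus 3 SD, cut at about 35% in these data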;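 also: 0% = median DMSO wells and 100% = median Neomycin B control wells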
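Test system: Cy5-tagged RRE RNA duplex with fluorescein-tagged Rev peptide; Probe or stimulus: labelled Rev peptide; Schedule: 5 min preincubation and 15 min binding, 25 °C; Signal: FRET fluorescence readout; Evaluation: % inhibition from 671/540 nm acceptor-to-donor ratio, scaled between controls; Control set: DMSO and neomycin B.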
PLK1 inh = PLK1 (human) kinase inhibition; recombinant PLK1 kinase, TR-FRET peptide phosphorylation; inhibition, % at 10 µM; 97,000 compounds, 0.53% hits; AID 619;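 active = inhibition of 50% or more in the single-concentration screen; inactive = inhibition below 50%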;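 also: 0% = DMSO max control and 100% = H-89 dihydrochloride min control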
Mac1 fbg inh = blocks human CD11b/CD18 adhesion to fibrinogen. inhibition, % at 10 µM. 93,000 compounds, 0.54% hits. K562 CD11b/CD18 adhesion to fibrinogen, ATPlite luminescence; Mn2+ added to activate the integrin. AID 1497;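 active = primary inhibition of 50% or more at 10 µM, then 40% or more on retest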; also: some results filed as inactive read as strong as hits
FAK blocker = inhibitors of human focal adhesion kinase. Q05397. biochemical FAK kinase activity assay. inhibition, %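 (tested at 7 µM)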. 97,000 compounds, 0.84% hits; in the data active = inhibition above about 19%;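 also: 0% = DMSO and 100% = reference compound high control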
ERa coact pot = ER-alpha (human) coactivator binding potentiation; P03372; 86,000 compounds, 1.3% hits; coactivator binding (% of control), % at 25.6 µM; TR-FRET ERalpha-LBD/SRC-Cy5 coactivator binding, 2 h; 100 = basal binding, no effect; AID 639; in the data active = activity above about 200%;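 also: binding measured in presence of low estradiol as agonist stimulus; 0% = peptide alone without receptor and 100% = receptor with peptide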
Target sequence (P03372 whole entry, looked up, the tested form may be a part): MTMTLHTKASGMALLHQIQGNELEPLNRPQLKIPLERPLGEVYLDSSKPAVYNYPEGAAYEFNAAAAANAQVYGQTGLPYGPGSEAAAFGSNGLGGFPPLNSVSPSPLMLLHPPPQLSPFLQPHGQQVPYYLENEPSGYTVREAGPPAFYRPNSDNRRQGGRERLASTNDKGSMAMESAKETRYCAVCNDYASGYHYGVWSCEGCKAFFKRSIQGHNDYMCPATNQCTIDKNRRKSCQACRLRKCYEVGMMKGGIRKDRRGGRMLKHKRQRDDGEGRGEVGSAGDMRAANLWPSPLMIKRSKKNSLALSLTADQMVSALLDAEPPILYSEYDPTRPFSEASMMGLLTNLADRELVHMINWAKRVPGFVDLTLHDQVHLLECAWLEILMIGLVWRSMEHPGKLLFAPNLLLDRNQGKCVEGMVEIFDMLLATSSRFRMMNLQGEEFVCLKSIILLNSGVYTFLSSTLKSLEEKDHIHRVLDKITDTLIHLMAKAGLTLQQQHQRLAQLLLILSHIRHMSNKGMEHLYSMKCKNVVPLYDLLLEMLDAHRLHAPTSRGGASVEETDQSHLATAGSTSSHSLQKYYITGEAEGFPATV
Mac1 fbg enh = enhancers of human CD11b/CD18 binding to fibrinogen. P05107+P11215. K562 CD11b/CD18 adhesion to fibrinogen, ATPlite luminescence. activation, % at 10 µM. 93,000 compounds, 0.07% hits. AID 1499;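 active = 10 µM primary screen giving 50% or more activity, confirmed by 40% or more on retest at that dose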; also: strong numbers were not always called active
PLK1 PBD inh = blocks phosphopeptide binding to human Plk1 polo box domain; P53350; Plk1 PBD phosphopeptide binding, fluorescence polarization; 97,000 compounds, 0.13% hits; inhibition, %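 (tested at about 20 µM)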; in the data active = inhibition above about 34%, passing the limit was not always enough
ERb SRC1 inh = blocks coactivator binding to human estrogen receptor beta; Q92731; TR-FRET ER-beta LBD / SRC1-Cy5 peptide binding; receptor agonist-loaded with 1 µM estradiol; inhibition, % at 25.6 µM; 86,000 compounds, 1.3% hits;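 active = compounds whose percent inhibition of the receptor-coactivator binding signal exceeds about 50% in the single-dose screen, limit read from the data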;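 also: 0% = receptor plus peptide wells without compound and 100% = peptide-only wells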
Target sequence (Q92731 whole entry, looked up, the tested form may be a part): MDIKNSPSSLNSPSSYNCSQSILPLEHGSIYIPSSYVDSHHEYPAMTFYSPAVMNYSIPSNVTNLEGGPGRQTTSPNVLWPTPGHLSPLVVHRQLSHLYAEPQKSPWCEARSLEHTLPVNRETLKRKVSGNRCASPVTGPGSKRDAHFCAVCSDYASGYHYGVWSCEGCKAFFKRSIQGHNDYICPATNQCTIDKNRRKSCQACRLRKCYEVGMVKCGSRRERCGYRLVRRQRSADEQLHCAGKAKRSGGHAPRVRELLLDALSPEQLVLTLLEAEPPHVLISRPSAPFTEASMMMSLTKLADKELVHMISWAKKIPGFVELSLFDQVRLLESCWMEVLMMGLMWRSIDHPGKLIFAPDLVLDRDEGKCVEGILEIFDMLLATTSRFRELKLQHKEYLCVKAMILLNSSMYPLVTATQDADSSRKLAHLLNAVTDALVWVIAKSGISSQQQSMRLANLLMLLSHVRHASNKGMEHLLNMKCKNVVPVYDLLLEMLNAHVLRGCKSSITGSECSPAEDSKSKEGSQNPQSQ
ERa SRC1 inh = blocks coactivator binding to human estrogen receptor alpha; P03372; TR-FRET ER-alpha LBD / SRC-1 peptide, estradiol-bound; inhibition, % at 25.6 µM; 86,000 compounds, 1.7% hits; AID 629; in the data active = inhibition above about 50%;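 also: 0% = receptor plus peptide control and 100% = peptide only without receptor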
Starred values were filed as active, the others as inactive; / = no result given; [ ] = remark or other dose.

SMILES	HIV Rev-RRE inh	PLK1 inh	Mac1 fbg inh	FAK blocker	ERa coact pot	Mac1 fbg enh	PLK1 PBD inh	ERb SRC1 inh	ERa SRC1 inh
CCCNS(=O)(=O)c1ccc(CCC(=O)Nc2cc(Cl)ccc2Oc2ccccc2)cc1	1	-8	/	3	/	/	1	/	/
CSc1cccc(NS(=O)(=O)c2cccs2)c1	2	-6	12	-3	85[fluorescence artefact?]	-1	7	3	-14
CCCCCC(=O)N(O)C1CC(=O)N(c2ccccc2)C1=O (stereo not drawn)	9	-3	-5	13	95[fluorescence artefact?]	-3	4	-4	-2
CCOC(=O)Cc1cn2c(=O)cc(CSCC(=O)Nc3ccc(C)c(C)c3)nc2s1	/	/	2	/	114[fluorescence artefact?]	-4	/	29[fluorescence artefact?]	28[fluorescence artefact?]
CCOC(=O)C1CCCN(C(=S)Nc2ccc(C)cc2C)C1 (stereo not drawn)	2	-15	5	-1	/	-2	5	/	/
O=C(Cn1nc(-c2ccccc2)ccc1=O)NCCN1CCN(c2cccc(Cl)c2)CC1	1	-7	-17	1	126	2	-6	-9	-3
COc1ccc(-c2nc3n(n2)C(c2ccccc2)C2=C(CCCC2=O)N3)cc1OC (stereo not drawn)	3	0	-34	-5	109	1	9	-5	-2
COC(=O)c1sc2nc(N3CCCCC3)c3c(c2c1N)CC(C)(C)N(C)C3	7	-20	/	-1	114	/	-20	-7	-11
CS(=O)(=O)N(CC(=O)NCc1ccccc1)Cc1ccc(Cl)cc1	0	-8	-16	-1	98	-2	0	-1	-2
CC1=C(C#N)CCC(=O)N1Cc1c(C)cc(C)cc1C	2	-9	/	-1	/	/	-22	/	/
Cc1ccc(OC(=O)c2ccc(C)c(C)c2)cn1	-1	-7	/	-1	110	/	14	-7	-7
CCCn1c(C)cc(=O)c2cc(NC(=O)c3ccccn3)ccc21	6	-16	2	0	112	5	16	22	44
COc1cc(OC)nc(NC(C)=O)n1	10	-14	-1	0	111	-3	-5	-5	-6
CCn1c2ccccc2c2cc(NC(=O)c3ccc([N+](=O)[O-])cc3)ccc21	5	-18	-17	4	/	-7	-13	/	/
CCOC(=O)c1ccccc1OCc1cc(/C=N/n2cnnc2)ccc1OC	9	-7	15	2	96	0	-10	1	-11
COc1ccc(OC)c(/C=N/N(C)c2ccccc2)c1	-6	-14	-7	1	91	-2	12	-2	-17
COc1ccc(NC(=O)CSc2nnc(-c3ccoc3C)n2CCc2ccccc2)cc1	12	-9	-12	-3	113	0	-5	-6	-4
O=C(Nc1ccc2c(c1)OCO2)C1CCCN1C(=O)Nc1ccccc1F (stereo not drawn)	3	8	-33	-10	97	-5	5	0[fluorescence artefact?]	-9
Cc1nn(C(=O)CN2C(=O)c3ccccc3C2=O)c(C)c1Br	-1	-6	/	0	94	/	-2	9[fluorescence artefact?]	5
CC(=O)Nc1ccc(S(=O)(=O)NCc2ccc3[nH]c(C)cc3c2)cc1	0	0	-10	0	96	-2	-23	10	1

Structural class, those above containing a thiophene ring, fused or not.
SMILES	HIV Rev-RRE inh	PLK1 inh	Mac1 fbg inh	FAK blocker	ERa coact pot	Mac1 fbg enh	PLK1 PBD inh	ERb SRC1 inh	ERa SRC1 inh
CSc1cccc(NS(=O)(=O)c2cccs2)c1	2	-6	12	-3	85[fluorescence artefact?]	-1	7	3	-14
COC(=O)c1sc2nc(N3CCCCC3)c3c(c2c1N)CC(C)(C)N(C)C3	7	-20	/	-1	114	/	-20	-7	-11

Next records.
SMILES	HIV Rev-RRE inh	PLK1 inh	Mac1 fbg inh	FAK blocker	ERa coact pot	Mac1 fbg enh	PLK1 PBD inh	ERb SRC1 inh	ERa SRC1 inh
C/C(N)=N\S(=O)(=O)c1ccc(Cl)cc1	7	2	-15	0	113	-2	-15	22	26
CCCNC(=O)c1csc2c1CCCCC2	-1	-15	12	-3	104	-3	11	-12	-4
CCC(C)Nc1nc(OC(C(F)(F)F)C(F)(F)F)nc(OC(C(F)(F)F)C(F)(F)F)n1 (stereo not drawn)	21	-10	/	-1	95[fluorescence artefact?]	/	-15	4	0
c1ccc(OCc2nn3c(-c4cccnc4)nnc3s2)cc1	/	/	27	/	120	-4	/	0	-1
Cc1c(C(=O)N2CCCC2)nnn1-c1nonc1N	22	-9	-29	1	109[fluorescence artefact?]	-2	-5	-5	-11
Cc1ccc(S(=O)(=O)N2CCN(S(=O)(=O)N3CCOCC3)CC2)c(C)c1	5	-8	-20	1	105[fluorescence artefact?]	-1	8	-1[fluorescence artefact?]	4[fluorescence artefact?]
O=C1OCCC1Sc1nc(-c2ccccc2)cs1 (stereo not drawn)	1	-9	-49	0	110	0	0	-23	-31
CCOC(=O)c1cc2occc2n1CC(=O)Nc1ccc(OC)cc1OC	/	/	-10	/	103	1	/	2	1
COCCN(CCOC)S(=O)(=O)c1ccc(OC)cc1	7	-10	6	9	146[fluorescence artefact?]	-1	-7	4[fluorescence artefact?]	4
CCOC(=O)C(C)c1c(C)[nH]c(=S)[nH]c1=O (stereo not drawn)	1	-8	2	0	86	-2	-11	-9	-8
CCn1c(O)c(/C=N/n2cnnc2)sc1=S	9	-10	-15	-4	111	4	11	-3	-11
Cc1ccccc1CN1C(=O)C2(OCCCO2)c2ccccc21	-3	-15	-18	2	/	2	-23	/	/
CCC1(C)N(O)C(C)(C)C(c2ccc(OC)cc2)=[N+]1[O-] (stereo not drawn)	2	4	-5	-4	105	-2	-16	5	-4
c1ccc(COc2cccc(CNn3cnnc3)c2)cc1	6	-7	4	8	113	0	9	-8	-2
C=C(C)c1cccc(C(C)(C)NC(=O)N2CCCC(C)C2)c1 (stereo not drawn)	3	-18	/	-2	108[fluorescence artefact?]	/	3	25[fluorescence artefact?]	6
COc1cc(OC)cc(-c2nc3ccccc3s2)c1	15	3	/	0	102	/	-8	-8	10
Clc1ccc(-c2nc3n(n2)Cc2ccccc2-3)cc1	1	-6	/	6	289*	/	13	16[fluorescence artefact?]	21[fluorescence artefact?]
CCn1c(SCC(=O)Nc2nc(-c3ccccc3)cs2)nnc1-c1ccccc1	6	0	20	2	110	-3	27	12	3
O=C(O)CCc1nn2c3ccccc3n(CCN3CCCCC3)c2nc1=O	8	-15	-10	1	98	-4	-3	-2	2
O=C(C#Cc1ccccc1)c1ccc([N+](=O)[O-])cc1	2	-2	49	4	90	5	2	-1	3
O=C(NCc1ccc(F)cc1)c1cc2sccc2n1Cc1ccc(F)cc1	3	-25	/	3	101	/	-2	-1[fluorescence artefact?]	-12
O=c1c2cc(N3CCOCC3)ccc2[nH]c(=S)n1CCCN1CCCCC1	3	-20	-4	5	98	0	18	3	-1
Cc1cccc2cc(CN(CC3CCCO3)C(c3nnnn3Cc3ccco3)C(C)C)c(=O)[nH]c12 (stereo not drawn)	3	-12	/	0	109	/	-4	1	-7
Cc1cc(=O)n(CCc2ccccc2)c(O)c1C#N	14	-8	/	-4	91	/	8	-4	-7
O=C(Nc1ccccc1)c1n[nH]c(Cn2cncn2)n1	1	5	/	-12	/	/	-21	/	/
Cc1ccc2nc(-c3ccccn3)cc(C(=O)NC3CCN(C)CC3)c2c1	1	-11	-27	0	111	5	0	5	1
C#CCOC(=O)c1csc2nnsc12	5	-2	/	1	119	/	1	0	-4
Clc1ccc2nc(CSc3nnc4ccccn34)cn2c1	10	-11	6	2	87	5	-36	4	1
CCc1ccc(C2NC(C(=O)O)CS2)cc1 (stereo not drawn)	4	-20	16	-1	/	3	-20	/	/
COc1ccc(OC)c(S(=O)(=O)n2nnc3cc(Cl)ccc32)c1	10	-12	/	4	98	/	-7	-5	1[fluorescence artefact?]
CCOC(=O)N1CCN(C(=O)C2CCN(S(=O)(=O)c3ccccc3)CC2)CC1	-7	-5	-4	2	97	-2	-28	-1	-6
COc1ccc(Nc2cc(C)nc3ncnn23)c(OC)c1	9	-8	-5	0	110	-3	1	-11	-1
Cn1c(=O)[nH]c(=O)c2c1nc(Br)n2CCSc1nc2ccccc2o1	10	2	-2	1	96	0	-8	9	-19
COc1ccc(C2NCCC3(O)CCCCC23)c(OC)c1OC (stereo not drawn)	0	-9	8	1	135	-2	15	-8	-7
CCOC(=O)C(Sc1ncn[nH]1)c1ccccc1 (stereo not drawn)	4	-21	-6	-2	108	-1	-15	-4	-2
CCn1c(-c2ccc(OC)c(OC)c2)n[nH]c1=S	5	-14	6	-2	78	-3	20	-20	-6
COc1ccc(C)cc1S(=O)(=O)N(CC(=O)NCc1ccc(Cl)cc1)Cc1ccccc1	9	-12	-19	-1	90	4	-41	-10	-5
Cc1ccccc1OCCCC(=O)Nc1ccc2c(c1)OCO2	6	-18	3	0	98[fluorescence artefact?]	0	15	-3	-5[fluorescence artefact?]
CCn1c(SCc2ccc(C(=O)Nc3nccs3)cc2)nnc1-c1ccc(NC(C)=O)cc1	7	-6	/	15	/	/	28	/	/
CCN(CC)c1ccc(NC(=O)Nc2ccc(C(C)=O)cc2)cc1	0	-4	1	2	99[fluorescence artefact?]	-2	-5	9	-13[fluorescence artefact?]
CCOc1ccc(C2CC(=O)NC(SC)=C2C#N)cc1 (stereo not drawn)	1	-15	0	0	96[fluorescence artefact?]	-2	-1	9	1[fluorescence artefact?]
O=C(OCc1ccccn1)c1ccc(COc2ccccc2Cl)o1	10	-15	-4	1	78	4	5	3	-4
CCOc1cccc(C(=O)NC(=S)Nc2ccc(N3CCCC3)cc2)c1	0	-2	8	-6	/	18	-3	/	/
COc1ccc(N(CC(=O)NCc2ccco2)S(C)(=O)=O)cc1Cl	5	-12	-8	-4	122	0	6	-1	-9
COCCn1c(SCC(=O)Nc2cccc(OC)c2)nnc1-c1ccccc1	5	-15	-36	-2	91	1	2	-3	-4
C/C(=N/OC(=O)c1c(F)cccc1F)c1nccs1	2	-17	-54	-2	/	-5	13	/	/
COc1ccc(OC)c(S(=O)(=O)n2cnc3cc(C)c(C)cc32)c1	6	-12	13	5	99	6	-8	-7	0
CCSc1nnc(C)c2ccccc12	6	-2	-18	-3	/	8	-16	/	/
CCCCCc1c(C)nc(N2CCc3ccccc3C2)[nH]c1=O	7	-8	-15	1	116	3	13	-6	1
C=CCn1c(Cc2cccs2)nnc1SCC(=O)c1ccc(F)cc1	1	-8	1	0	118	0	-9	12[fluorescence artefact?]	-6

(listing goes on)
SMILES	HIV Rev-RRE inh	PLK1 inh	Mac1 fbg inh	FAK blocker	ERa coact pot	Mac1 fbg enh	PLK1 PBD inh	ERb SRC1 inh	ERa SRC1 inh
Oc1ccccc1-c1nnc(COc2ccc(Cl)cc2Cl)o1	7	-1	9	11	78	-3	16	16	0
Cc1cccc(Cn2c(C(C)(C)C)cc3cccnc32)c1	-2	-9	1	0	/	-1	33	/	/
CCCNC(=O)N1CCC(C(=O)c2ccc(Cl)cc2)CC1	7	1	/	2	109	/	-41	-15	-4
O=C(N/C(=C/c1cccs1)c1nc2ccccc2[nH]1)c1ccccc1	4	-10	/	-3	/	/	-9	/	/
CCOc1ccc(NC(=O)CCN2CCN(c3ccccc3)CC2)cc1	4	-11	/	4	107	/	4	2	-5
CCn1c(NCc2cc(Br)ccc2NS(=O)(=O)c2ccc(C)cc2)nc2ccccc21	13	-5	-2	-1	/	-2	-13	/	/
CS(=O)(=O)Nc1ccc(C(=O)NCCc2ccccc2)cc1	3	-9	-4	1	91	-2	3	-18	1
O=C(c1ccc2c(c1)[nH]c(=S)n1c3ccccc3nc21)N1CCN(c2ncccn2)CC1	9	-15	-6	-1	73	27	0	-4[fluorescence artefact?]	51*[fluorescence artefact?]
O=C1c2ccsc2SCCN1Cc1ccc(Cl)cc1Cl	8	-8	-3	3	98	-2	1	-6	-3[fluorescence artefact?]
